Screens (PubChem)
RXFP1 antag = antagonists of human relaxin receptor RXFP1; activity change, negative = inhibition, % at 57.5 µM; Q9HBX9; AID 1259400; 0.59% of 350,000 active; HEK293-RXFP1, relaxin-stimulated cAMP HTRF, 30 min; hits give low values;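 active = activity change of -60% or lower, but not beyond a set lower limit; inconclusive = change between -60% and -40%, or beyond the set limit; inactive = change above -40%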; note: % is set by controls: 0 for no effect and ±100 for the full control effect
Pol eta inh = DNA polymerase eta (human) inhibition | 1.2% of 390,000 active | Potency, µM (titrated, usually from 114 µM), for the others: at the top dose activity change, negative = inhibition, hits mostly inhibitors | recombinant Pol eta, fluorescent DNA replication assay; note: potency is the fitted concentration of half-maximal effect; % is set by controls: 0 for no effect and ±100 for the full control effect
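Pol eta at 10 nM preincubated with compounds 15 min at room temperature; reaction started with fluorescent substrate (50 nM final) and read kinetically at 0 and 10 min.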
Apoferritin bind = binds horse apoferritin like a general anesthetic | P02791 | apoferritin/1-aminoanthracene competitive binding, fluorescence | Potency, µM (highest dose often 77.5 µM), inactives show at the highest dose activity change, negative = displacement, actives largely listed as inhibitors | 0.074% of 350,000 active | AID 485281; note: potency is the fitted concentration of half-maximal effect; % is set by controls: 0 for no effect and ±100 for the full control effect; nearly all actives have a fitted effect of over 20% in size
Target sequence (P02791 2-175 limits assumed): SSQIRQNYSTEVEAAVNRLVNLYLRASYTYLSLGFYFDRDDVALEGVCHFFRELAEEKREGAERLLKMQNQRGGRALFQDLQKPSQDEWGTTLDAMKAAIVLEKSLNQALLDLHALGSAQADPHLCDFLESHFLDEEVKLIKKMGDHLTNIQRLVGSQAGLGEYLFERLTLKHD
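Read-out: endpoint 1-AMA fluorescence, excitation 380 nm and emission 535 nm, after compounds sit 10 min at room temperature with 10 uM horse-spleen apoferritin in 50% saturated 1-AMA/PBS. Values come from four-parameter Hill fits.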
POLB inh = DNA polymerase beta (human) inhibition. P06746. Pol beta primer extension/strand displacement, fluorescence kinetic. Potency, µM (doses to about 114 µM), without a hit: at the highest dose activity change, negative = inhibition, usual class: inhibitors. 1.3% of 340,000 active. AID 485314; note: potency is the fitted concentration of half-maximal effect; % is set by controls: 0 for no effect and ±100 for the full control effect
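Reaction started by 50 nM substrate onto compound-treated Pol beta (10 nM, 15 min preincubation, room temperature); plates read at 0 min and 10 min. Normalized concentration-effect data fitted by four-parameter Hill equation.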
POLI inh = DNA polymerase iota (human) inhibition | Q9UNA4 | Pol iota fluorescent replication assay, 10 min | Potency, µM (top dose mostly 115 µM), for inactives: top-dose activity, negative = inhibition, actives largely listed as inhibitors | 1% of 390,000 active | AID 588590; note: potency is the fitted concentration of half-maximal effect
Target sequence (Q9UNA4 whole entry, looked up): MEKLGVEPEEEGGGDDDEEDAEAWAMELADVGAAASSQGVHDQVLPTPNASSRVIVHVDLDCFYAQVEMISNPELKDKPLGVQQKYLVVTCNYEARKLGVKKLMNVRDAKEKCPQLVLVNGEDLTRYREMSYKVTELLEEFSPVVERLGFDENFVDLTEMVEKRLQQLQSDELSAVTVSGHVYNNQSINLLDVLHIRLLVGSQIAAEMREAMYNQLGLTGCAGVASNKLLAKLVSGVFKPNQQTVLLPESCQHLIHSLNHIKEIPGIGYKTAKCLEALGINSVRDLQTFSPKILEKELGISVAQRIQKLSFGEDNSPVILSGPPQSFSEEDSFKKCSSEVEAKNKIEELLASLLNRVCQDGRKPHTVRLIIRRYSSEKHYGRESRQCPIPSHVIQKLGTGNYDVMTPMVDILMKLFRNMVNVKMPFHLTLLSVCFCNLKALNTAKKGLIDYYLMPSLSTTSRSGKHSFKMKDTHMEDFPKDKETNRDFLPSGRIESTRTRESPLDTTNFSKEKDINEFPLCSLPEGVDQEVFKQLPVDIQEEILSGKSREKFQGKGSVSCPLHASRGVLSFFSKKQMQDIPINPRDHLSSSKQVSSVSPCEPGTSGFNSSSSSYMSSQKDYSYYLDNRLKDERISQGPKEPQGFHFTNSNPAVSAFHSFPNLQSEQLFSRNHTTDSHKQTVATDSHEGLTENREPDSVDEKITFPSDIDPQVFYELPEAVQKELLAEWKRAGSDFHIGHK
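Fluorescent replication assay read twice, at 0 min and 10 min after adding 50 nM (final) substrate. Enzyme (10 nM) and compounds were first incubated 15 min at room temperature; enzyme-free buffer wells were negative controls.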
PGK inhibitor = T. brucei PGK inhibition; P07378; 0.043% of 380,000 active; AID 602233; Potency, µM (highest dose often 57.5 µM), without a hit: top-dose activity change, negative = inhibition, usual class: inhibitors; PGK/GAPDH coupled, Kinase-Glo luminescence, 60 min; note: potency is the fitted concentration of half-maximal effect; % is set by controls: 0 for no effect and ±100 for the full control effect; nearly all actives have a fitted effect of over 60% in size
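Recombinant glycosomal PGK reaction used 1,3-bisphosphoglycerate generated in-well by GAPDH (100nM final) in 100mM TEA pH 7.6, 5mM MgCl2, 0.01% Tween-20. After 60 minutes at room temperature, ATP was read by Kinase-Glo Plus luminescence end-point.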
POLK inh = DNA polymerase kappa (human) inhibition; purified Pol kappa, fluorescent DNA synthesis assay, 10 min; Potency, µM (top dose mostly 107 µM), for inactives: at the highest dose activity, negative = inhibition, hits mostly inhibitors; 0.53% of 400,000 active; AID 588579; note: potency is the fitted concentration of half-maximal effect; % is set by controls: 0 for no effect and ±100 for the full control effect
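Here, compound and 10 nM enzyme are combined for 15 min at room temperature; adding 50 nM substrate (final) starts DNA synthesis, tracked by fluorescence at 0 and 10 min against buffer-only wells.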
APE1 inh = blocks human APE1 abasic DNA cleavage | P27695 | recombinant APE1, TAMRA/BHQ-2 abasic DNA cleavage fluorescence | Potency, µM (highest dose often 65.8 µM), without a hit: top-dose activity change, negative = inhibition, hits mostly inhibitors | 0.35% of 350,000 active | AID 2517;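 note: potency is the fitted concentration of half-maximal effect; plate controls were vehicle for no effect and reference inhibitor for full effect; nearly all actives have a fitted effect of over 55% in size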
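0.75 nM APE1 + cpd, 15 min RT; start w/ 50 nM TAMRA/BHQ-2 THF-abasic dsDNA; kinetic fluor 525/598 nm ×3 reads @60 s; Δ(read3−read1); normalized to DMSO and NSC13755 control wells.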
BLM helicase inh = blocks DNA unwinding by human BLM helicase; P54132; recombinant BLM DNA unwinding, fluorescence dequenching; Potency, µM (series often up to 56.1 µM), inactives show at the highest dose activity change, negative = inhibition, usual class: inhibitors; 0.2% of 350,000 active;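 note: potency is the fitted concentration of half-maximal effect; plate controls were vehicle for no effect and no enzyme for full effect; nearly all actives have a fitted effect of over 35% in size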
* = called active by the depositor; [ ] = remark or other dose. Unless noted, calls come from the whole dose curve; as a rule, active = well fitted curve in the direction sought with a large enough effect; inconclusive = small, poorly fitted or top-dose-only effect, or another doubt; inactive = no such curve, though single readings can be large; an effect the other way counts as inactive or inconclusive. The list is partial. The share of hits here may be higher or lower than overall.

Results for Cn1c(=O)oc2cc(S(=O)(=O)N3CCC(C(=O)N4CC=C(c5ccccc5)CC4)CC3)ccc21 ?
Pol eta inh: -11%; Apoferritin bind: -24%; POLB inh: 18%; POLI inh: -11%; PGK inhibitor: -3%; POLK inh: -11%; APE1 inh: -4%; BLM helicase inh: 2%

What do the screens show for `CCOc1cc(C(=O)O/N=C(\N)c2ccccn2)cc(OCC)c1OCC`?
RXFP1 antag: 0; Pol eta inh: -11%; Apoferritin bind: inconclusive; POLB inh: 49%; POLI inh: -26%; PGK inhibitor: -2%; POLK inh: -3%; APE1 inh: 3%; BLM helicase inh: -3%

What do the screens show for `CN1C2C=C3C(C#N)=C(N)C(C#N)(C#N)[C@@H](c4ccc(Cl)cc4)[C@@H]3C1CC2` (stereo partly drawn)?
RXFP1 antag: -11; Pol eta inh: -7%; Apoferritin bind: 4%; POLB inh: 6%; POLI inh: 8%; PGK inhibitor: 9%; POLK inh: -7%; APE1 inh: 8%; BLM helicase inh: -9%

How did O=C(O)C1C2CCC(C2)C1C(=O)NCCc1cccc(Cl)c1 (stereo not drawn) do in these assays?
RXFP1 antag: 2; Pol eta inh: -25%; Apoferritin bind: -20%; POLB inh: -30%; POLI inh: 163%[activator]; PGK inhibitor: 6%; POLK inh: -3%; APE1 inh: -11%; BLM helicase inh: 0%

How did NC(=O)C1CCN(CC(=O)Nc2nc(-c3ccccc3)cs2)CC1 do in these assays?
RXFP1 antag: 16; Pol eta inh: 0%; Apoferritin bind: -3%; POLB inh: 12%; POLI inh: 5%; PGK inhibitor: 4%; POLK inh: -15%; APE1 inh: 4%; BLM helicase inh: 4%

Results for CC(C)c1ccc(-c2nn[nH]n2)cc1 ?
RXFP1 antag: -9; Pol eta inh: -4%; Apoferritin bind: -4%; POLB inh: 2%; POLI inh: -1%; PGK inhibitor: inactive; POLK inh: -12%; APE1 inh: 6%; BLM helicase inh: -1%

Results for CN(Cc1nccs1)C(=O)C1CCC(=O)N(Cc2ccccc2F)C1 (stereo not drawn) ?
RXFP1 antag: 1; Pol eta inh: -1%; Apoferritin bind: -2%; POLB inh: 22%; POLI inh: 17%; PGK inhibitor: -5%; POLK inh: -11%; APE1 inh: 20%; BLM helicase inh: -7%

Results for Oc1c(CN2CCN(c3ccccn3)CC2)cc(Cl)c2cccnc12 ?
RXFP1 antag: -11; Pol eta inh: inconclusive; Apoferritin bind: -6%; POLB inh: -15%; POLI inh: 51%[activator]; PGK inhibitor: -2%; POLK inh: 0%; APE1 inh: 8%; BLM helicase inh: -7%

Results for CC(C)C(NC(=O)/C(=C/c1ccco1)NC(=O)c1ccc(Br)o1)C(=O)O (stereo not drawn) ?
RXFP1 antag: 2; Pol eta inh: 20µM*; Apoferritin bind: 8%; POLB inh: 40µM*; POLI inh: inconclusive; PGK inhibitor: inconclusive; POLK inh: inconclusive; APE1 inh: 10%; BLM helicase inh: 3%

What do the screens show for `COc1ccc(-n2c(=S)[nH]c3cc(C(=O)NCc4ccco4)ccc3c2=O)c(OC)c1`?
RXFP1 antag: -9; Pol eta inh: 1%; Apoferritin bind: inconclusive; POLB inh: -9%; POLI inh: inconclusive; PGK inhibitor: -9%; POLK inh: -12%; APE1 inh: -2%; BLM helicase inh: -1%

How did Cc1ccc(NS(=O)(=O)c2c(C)nc3sccn3c2=O)c(C)c1 do in these assays?
RXFP1 antag: -6; Pol eta inh: -10%; Apoferritin bind: -15%; POLB inh: -3%; POLI inh: 1%; PGK inhibitor: -1%; POLK inh: -19%; APE1 inh: 34%; BLM helicase inh: 1%

What do the screens show for `O=C(O)/C=C\C(=O)Nc1ccccc1C(=O)N1CCC(O)(c2ccc(Cl)cc2)CC1`?
RXFP1 antag: -1; Pol eta inh: -7%; POLI inh: inconclusive; PGK inhibitor: inactive; POLK inh: -1%

What do the screens show for `CN(c1nc(-c2ccccc2)cs1)C1CCS(=O)(=O)C1` (stereo not drawn)?
RXFP1 antag: 0; Pol eta inh: -8%; Apoferritin bind: -7%; POLB inh: 22%; POLI inh: -4%; PGK inhibitor: -8%; POLK inh: -6%; APE1 inh: -2%; BLM helicase inh: -2%

How did Oc1ccc(Cc2ccccc2)c2cccnc12 do in these assays?
RXFP1 antag: -10; Pol eta inh: -18%; POLI inh: -16%; PGK inhibitor: -5%; POLK inh: -5%

Results for FC(F)(F)c1nc2ccccc2n2c(-c3c(Cl)cccc3Cl)nnc12 ?
RXFP1 antag: -3; Pol eta inh: -11%; Apoferritin bind: -23%; POLB inh: -2%; POLI inh: -3%; PGK inhibitor: inactive; POLK inh: -2%; APE1 inh: 1%; BLM helicase inh: 0%

What do the screens show for `CCCCN(C)CCNC(=O)c1c(C)oc2ncnc(N3CCOCC3)c12`?
RXFP1 antag: 0; Pol eta inh: -7%; Apoferritin bind: -8%; POLB inh: 2%; POLI inh: 20%; PGK inhibitor: 0%; POLK inh: -12%; BLM helicase inh: 0%

What do the screens show for `O=C(O)CCCCCNC(=O)Nc1ccc2c(c1)OCCO2`?
RXFP1 antag: 2; Pol eta inh: -18%; Apoferritin bind: -10%; POLB inh: 15%; POLI inh: 13%; PGK inhibitor: 1%; POLK inh: -9%; APE1 inh: -2%; BLM helicase inh: -4%

How did COc1cccc(NC(=O)N(Cc2c[nH]c3ccccc23)C2CCCCC2)c1 do in these assays?
Pol eta inh: -7%; Apoferritin bind: -14%; POLB inh: 1%; POLI inh: -12%; PGK inhibitor: 1%; POLK inh: 2%; BLM helicase inh: -7%

What do the screens show for `Cc1ccc2c(n1)CC(C)(C)C/C2=N\O`?
RXFP1 antag: -7; Pol eta inh: -7%; Apoferritin bind: 2%; POLB inh: 2%; POLI inh: -12%; PGK inhibitor: -9%; POLK inh: 0%; APE1 inh: -2%; BLM helicase inh: 1%

How did Nc1nc2c(nnn2Cc2ccc(Cl)c(Cl)c2)c(=O)[nH]1 do in these assays?
RXFP1 antag: -12; Pol eta inh: -7%; POLI inh: inconclusive; PGK inhibitor: -6%; POLK inh: 0%

How did O=C(Nc1cccc(Cl)c1)c1ccc(F)c(S(=O)(=O)NCc2cccs2)c1 do in these assays?
RXFP1 antag: -5; Pol eta inh: -13%; Apoferritin bind: -4%; POLB inh: -17%; POLI inh: 5%; PGK inhibitor: 4%; POLK inh: -8%; APE1 inh: -11%; BLM helicase inh: -11%

Results for Cc1cc(=O)oc2cc(OCc3ccc(S(=O)(=O)N4CCOCC4)cc3)ccc12 ?
RXFP1 antag: -3; Pol eta inh: -14%; Apoferritin bind: -2%; POLB inh: 0%; POLI inh: inconclusive; PGK inhibitor: -4%; POLK inh: 0%; APE1 inh: 1%; BLM helicase inh: 0%

Results for COc1cccc(C2=NOC(C(=O)NCCCn3ccnc3)C2)c1 (stereo not drawn) ?
RXFP1 antag: 14; Pol eta inh: 8%; Apoferritin bind: -9%; POLB inh: 6%; POLI inh: 1%; PGK inhibitor: inactive; POLK inh: 0%; APE1 inh: -4%; BLM helicase inh: 3%

How did CC(C)(C)c1cc(NC(=O)CSc2nnc(NCc3ccccc3)s2)n(-c2ccccc2)n1 do in these assays?
RXFP1 antag: -10; Pol eta inh: -27%; Apoferritin bind: 0%; POLB inh: 1%; POLI inh: 25%; PGK inhibitor: inactive; POLK inh: -11%[60.1 µM]; APE1 inh: 2%; BLM helicase inh: -7%

How did CCOC(=O)[C@H]1[C@H]2COc3ccc(OC)cc3[C@@H]2N2C(=O)CN(CC3CCCO3)C(=O)[C@@]12C (stereo partly drawn) do in these assays?
Pol eta inh: -1%; POLI inh: 15%; PGK inhibitor: 1%; POLK inh: -8%; APE1 inh: 7%

How did O=C(NC1CCCCC1)C(c1ccc(F)cc1)N(C(=O)c1cccs1)c1ccc2c(c1)OCO2 (stereo not drawn) do in these assays?
RXFP1 antag: 11; Pol eta inh: 12%; Apoferritin bind: -7%; POLB inh: 28%; POLI inh: 7%; POLK inh: -4%; APE1 inh: -2%; BLM helicase inh: -1%

Taken from the entries so far for reference:
Results for Cn1c(=O)oc2cc(S(=O)(=O)N3CCC(C(=O)N4CC=C(c5ccccc5)CC4)CC3)ccc21 ?
Pol eta inh: -11%; Apoferritin bind: -24%; POLB inh: 18%; POLI inh: -11%; PGK inhibitor: -3%; POLK inh: -11%; APE1 inh: -4%; BLM helicase inh: 2%

What do the screens show for `CCOc1cc(C(=O)O/N=C(\N)c2ccccn2)cc(OCC)c1OCC`?
RXFP1 antag: 0; Pol eta inh: -11%; Apoferritin bind: inconclusive; POLB inh: 49%; POLI inh: -26%; PGK inhibitor: -2%; POLK inh: -3%; APE1 inh: 3%; BLM helicase inh: -3%

Compounds listed so far that have a thiophene ring, fused or not (two):
How did O=C(Nc1cccc(Cl)c1)c1ccc(F)c(S(=O)(=O)NCc2cccs2)c1 do in these assays?
RXFP1 antag: -5; Pol eta inh: -13%; Apoferritin bind: -4%; POLB inh: -17%; POLI inh: 5%; PGK inhibitor: 4%; POLK inh: -8%; APE1 inh: -11%; BLM helicase inh: -11%

How did O=C(NC1CCCCC1)C(c1ccc(F)cc1)N(C(=O)c1cccs1)c1ccc2c(c1)OCO2 (stereo not drawn) do in these assays?
RXFP1 antag: 11; Pol eta inh: 12%; Apoferritin bind: -7%; POLB inh: 28%; POLI inh: 7%; POLK inh: -4%; APE1 inh: -2%; BLM helicase inh: -1%
